CYP2C9 inhib: inhibitors of human CYP2C9. P11712. CYP2C9 Supersomes, luciferin-H conversion, luminescence. actives 20% (n = 96,000). inhibition, % at 5 µM;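 active means blocking of liver enzyme CYP2C9 beyond about 50% at 5 µM, limit read from the data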; further: values of inactives mirror those of a sister screen read the other way
Rev-RRE block: HIV Rev-RRE protein-RNA interaction inhibition | Rev peptide-RRE RNA binding, FRET | AID 704 | actives 0.79% (n = 97,000) | inhibition, % at 8 µM;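 active means inhibition above the screen-wide mean plus 3 SD, cut at about 35% in these data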;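 further: 0% = median DMSO wells and 100% = median Neomycin B control wells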
Target sequence (P05866 whole entry, looked up): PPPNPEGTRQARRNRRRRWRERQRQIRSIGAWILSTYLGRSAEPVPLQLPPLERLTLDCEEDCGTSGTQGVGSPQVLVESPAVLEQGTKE
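Test system – labelled RRE RNA duplex and labelled Rev peptide · Reagent – labelled Rev peptide · Doses – one concentration, 8 µM nominal · Incubation – 5 + 15 min at 25 °C · Signal – FRET fluorescence readout · Read-out basis – % inhibition of FRET ratio versus controls · Control set – DMSO wells as 0% and neomycin B wells as 100% inhibition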
PLK1 kinase inh: PLK1 (human) kinase inhibition; P53350; recombinant PLK1 kinase, TR-FRET peptide phosphorylation; inhibition, % at 10 µM; actives 0.53% (n = 97,000);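 active means inhibition of 50% or more in the single-concentration screen; inactive means inhibition below 50%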;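 further: 0% = DMSO max control and 100% = H-89 dihydrochloride min control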
Candida biofilm: kills Candida albicans biofilms; C. albicans biofilm + clotrimazole, Alamar Blue; inhibition, % at 6 µM; actives 0.14% (n = 85,000); AID 834;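 active means inhibition above 20%; inactive means inhibition below 20%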;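 further: preformed 24 hr biofilms exposed to compound for 48 hr; 0% = biofilm without compound and 100% = blank killed by clotrimazole plus chlorhexidine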
CYP2C9 activ: CYP2C9 (human) activation; AID 1024; actives 1.4% (n = 96,000); activation factor at 5 µM; P11712; recombinant CYP2C9, luciferin-H conversion, luminescence; hits give high values; factor 1 = untreated enzyme, 0 = blocked;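 active means activation factor of 2 or more for CYP2C9 at a 5 µM dose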;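 further: 0 = sulfaphenazole-blocked wells and 1 = vehicle-only wells; values of inactives mirror those of a sister screen read the other way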
PLK1 PBD inh: Plk1 (human) PBD binding inhibition. inhibition, %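 (tested at about 20 µM)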. P53350. Plk1 PBD phosphopeptide binding, fluorescence polarization. actives 0.13% (n = 97,000). AID 693; in the data active means inhibition above about 34%, passing the limit was not always enough
PTPN22 act: activators of human LYP (PTPN22) phosphatase; activation, % at 2 µM; AID 697; recombinant LYP, DiFMUP fluorescence; 0 = plate median, 100 = signal doubled; actives 0.11% (n = 96,000);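 active means activation at 2 µM above a set limit, the mean plus 5 SD, cut at about 37% in these data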
Target sequence (Q9Y2R2 whole entry, looked up): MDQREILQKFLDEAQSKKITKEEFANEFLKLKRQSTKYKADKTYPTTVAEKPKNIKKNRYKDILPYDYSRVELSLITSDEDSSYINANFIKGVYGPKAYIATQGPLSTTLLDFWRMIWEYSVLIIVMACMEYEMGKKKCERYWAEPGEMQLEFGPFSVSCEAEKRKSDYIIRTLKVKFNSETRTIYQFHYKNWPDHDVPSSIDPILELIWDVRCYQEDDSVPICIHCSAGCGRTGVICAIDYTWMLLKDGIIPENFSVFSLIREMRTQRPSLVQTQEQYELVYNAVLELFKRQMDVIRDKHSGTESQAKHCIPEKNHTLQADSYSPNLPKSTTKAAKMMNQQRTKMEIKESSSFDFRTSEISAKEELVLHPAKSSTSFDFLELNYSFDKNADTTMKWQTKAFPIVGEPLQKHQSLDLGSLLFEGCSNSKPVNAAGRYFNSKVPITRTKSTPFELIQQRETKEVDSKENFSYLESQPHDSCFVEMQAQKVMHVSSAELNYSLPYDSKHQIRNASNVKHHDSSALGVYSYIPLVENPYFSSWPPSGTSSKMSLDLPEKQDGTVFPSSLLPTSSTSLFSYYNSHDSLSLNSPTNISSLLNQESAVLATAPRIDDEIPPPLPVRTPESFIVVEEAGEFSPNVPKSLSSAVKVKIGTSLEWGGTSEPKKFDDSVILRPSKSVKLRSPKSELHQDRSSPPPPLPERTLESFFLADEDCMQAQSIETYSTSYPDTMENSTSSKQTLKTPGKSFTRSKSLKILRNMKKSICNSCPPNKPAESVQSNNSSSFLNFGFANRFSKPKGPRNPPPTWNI
EphB4 ephrin blk: blocks human EphB4 binding to ephrin-B2; P54760; EphB4 LBD / TNYL-RAW-Alexa532 peptide, fluorescence polarization; inhibition, % at 7 µM; actives 0.15% (n = 97,000);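 active means inhibition above the screen-wide mean inhibition plus 3 SD, cut at about 15% in these data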;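 further: 0% = DMSO wells and 100% = excess unlabeled TNYL-RAW peptide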
PTPN22 inh 2: inhibitors of human LYP (PTPN22) phosphatase; recombinant LYP catalytic domain, DiFMUP fluorescence; inhibition, % at 2 µM; actives 0.21% (n = 96,000); Q9Y2R2;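 active means inhibition at 2 µM at or above a set limit, the screen mean plus 3 SD, cut at about 24% in these data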;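 further: 0% = DMSO with enzyme and 100% = enzyme fully blocked by orthovanadate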
Active calls of the source: *.

Results for CC(C)c1ccc(CN(C(=O)c2cc3ccccc3oc2=O)C2CCS(=O)(=O)C2)cc1 (stereo not drawn) ?
CYP2C9 inhib: 62*; Rev-RRE block: 4; PLK1 kinase inh: -5; Candida biofilm: 4; CYP2C9 activ: 0.4; PLK1 PBD inh: 15; PTPN22 act: 1; EphB4 ephrin blk: 0; PTPN22 inh 2: -1

How did CCc1nc(SCC(=O)Nc2cc(C)on2)c2c(=O)n(C)c(=O)n(C)c2n1 do in these assays?
CYP2C9 inhib: 34; Rev-RRE block: 1; PLK1 kinase inh: -13; Candida biofilm: 8; CYP2C9 activ: 0.7; PLK1 PBD inh: -22; PTPN22 act: -7; EphB4 ephrin blk: -4; PTPN22 inh 2: 7

Results for NC(=O)C1CCCN(C(=O)Nc2cccc3ccccc23)C1 (stereo not drawn) ?
CYP2C9 inhib: -13; Rev-RRE block: 6; PLK1 kinase inh: -9; Candida biofilm: -3; CYP2C9 activ: 1.1; PLK1 PBD inh: -27; PTPN22 act: -10; EphB4 ephrin blk: -1; PTPN22 inh 2: 6

What do the screens show for `CCn1cc(CN(C)C(=O)CSc2nc(-c3ccco3)cc(C(F)(F)F)n2)c(C)n1`?
Rev-RRE block: -1; PLK1 kinase inh: -12; PLK1 PBD inh: -23; PTPN22 act: 2; EphB4 ephrin blk: 4; PTPN22 inh 2: -2

Results for COc1ccc(OC)c(-c2cn(S(=O)(=O)c3ccccc3)nc2N)c1 ?
CYP2C9 inhib: 31; Rev-RRE block: -2; PLK1 kinase inh: -5; Candida biofilm: 0; CYP2C9 activ: 0.7; PLK1 PBD inh: -17; PTPN22 act: 5; EphB4 ephrin blk: 3; PTPN22 inh 2: -8

What do the screens show for `Cc1ccc(OCc2nnc(SCC(=O)C(C)(C)C)n2Cc2ccco2)cc1`?
CYP2C9 inhib: 74*; Rev-RRE block: 0; PLK1 kinase inh: 12; Candida biofilm: 5; CYP2C9 activ: 0.3; PLK1 PBD inh: -6; PTPN22 act: 2; EphB4 ephrin blk: -4; PTPN22 inh 2: -5

What do the screens show for `Cc1cc(C)c(N=C2CCCN2Cc2ccccc2)c(C#N)c1`?
Rev-RRE block: 11; PLK1 kinase inh: -2; Candida biofilm: 3; PLK1 PBD inh: -2; PTPN22 act: 7; EphB4 ephrin blk: 6; PTPN22 inh 2: -7

What do the screens show for `CCN(CC)C(=O)Cn1cnc([N+](=O)[O-])n1`?
CYP2C9 inhib: -8; Rev-RRE block: 5; PLK1 kinase inh: -15; CYP2C9 activ: 1.1; PLK1 PBD inh: 8; PTPN22 act: 2; EphB4 ephrin blk: -7; PTPN22 inh 2: 3

What do the screens show for `OCCN1CCN(C(=S)c2ccc(Cl)cc2)CC1`?
CYP2C9 inhib: 21; Rev-RRE block: 8; PLK1 kinase inh: -16; Candida biofilm: 9; CYP2C9 activ: 0.8; PLK1 PBD inh: 12; PTPN22 act: -1; EphB4 ephrin blk: 1; PTPN22 inh 2: 4

Results for Cc1nn(C)c(C)c1S(=O)(=O)N1CCC(C(=O)NCC2COc3ccccc3O2)CC1 (stereo not drawn) ?
CYP2C9 inhib: -58; Rev-RRE block: 3; PLK1 kinase inh: -7; Candida biofilm: 5; CYP2C9 activ: 1.6; PLK1 PBD inh: -30; PTPN22 act: 33; EphB4 ephrin blk: -9; PTPN22 inh 2: -37

What do the screens show for `Oc1ccc(/C=N/NC(=S)NCC2CCCO2)cc1` (stereo not drawn)?
CYP2C9 inhib: -11; Rev-RRE block: 2; PLK1 kinase inh: -14; CYP2C9 activ: 1.1; PLK1 PBD inh: -26; PTPN22 act: 6; EphB4 ephrin blk: 5; PTPN22 inh 2: -3

Results for Cn1c(SCc2ccccc2)nnc1-c1ccc2c(c1)OCO2 ?
CYP2C9 inhib: -8; Rev-RRE block: 5; PLK1 kinase inh: -16; Candida biofilm: 4; CYP2C9 activ: 1.1; PLK1 PBD inh: 3; PTPN22 act: -10; EphB4 ephrin blk: 1; PTPN22 inh 2: 7

Results for COc1ccc(NC(=O)CC2C(=O)N(c3ccc(OC)cc3)C(=O)N2CCN2CCN(C)CC2)cc1 (stereo not drawn) ?
CYP2C9 inhib: 3; Rev-RRE block: -5; PLK1 kinase inh: -10; Candida biofilm: 8; CYP2C9 activ: 1; PLK1 PBD inh: 27; PTPN22 act: -5; EphB4 ephrin blk: -3; PTPN22 inh 2: 8

How did CN(C)CCNC(=O)Cn1nc(-c2ccc(Cl)cc2)ccc1=O do in these assays?
CYP2C9 inhib: 11; Rev-RRE block: 8; PLK1 kinase inh: -3; Candida biofilm: -2; CYP2C9 activ: 0.9; PLK1 PBD inh: -3; PTPN22 act: 5; EphB4 ephrin blk: -4; PTPN22 inh 2: -8

What do the screens show for `CCC(C(=O)OC)n1cnc2c(nnn2-c2ccc(OC)cc2)c1=O` (stereo not drawn)?
CYP2C9 inhib: 21; Rev-RRE block: -1; PLK1 kinase inh: 3; Candida biofilm: 5; CYP2C9 activ: 0.8; PLK1 PBD inh: -4; PTPN22 act: -3; EphB4 ephrin blk: -2; PTPN22 inh 2: 1

Results for Cc1ccc(NC(=O)N2CCC(=O)N2)cc1 ?
CYP2C9 inhib: -5; Rev-RRE block: -1; PLK1 kinase inh: -7; CYP2C9 activ: 1; PLK1 PBD inh: -21; PTPN22 act: 20; EphB4 ephrin blk: -14; PTPN22 inh 2: -17

How did COc1ccc(OC)c(C2N(c3ccc(Cl)cc3)C(=O)C3CCCN32)c1 (stereo not drawn) do in these assays?
CYP2C9 inhib: 10; Rev-RRE block: 2; PLK1 kinase inh: -10; Candida biofilm: 5; CYP2C9 activ: 0.9; PLK1 PBD inh: -21; PTPN22 act: -4; EphB4 ephrin blk: -2; PTPN22 inh 2: 2

Results for CCOCCCNC(=S)N1C2CCC1CC(NC(=O)NC1CCCCC1)C2 (stereo not drawn) ?
CYP2C9 inhib: -7; Rev-RRE block: 2; PLK1 kinase inh: -2; CYP2C9 activ: 1.1; PLK1 PBD inh: 14; PTPN22 act: 3; EphB4 ephrin blk: -1; PTPN22 inh 2: 1

How did O=C(NC1CCCCCC1)C1CC(=O)N(Cc2ccccc2)C1 (stereo not drawn) do in these assays?
CYP2C9 inhib: -48; Rev-RRE block: -7; PLK1 kinase inh: -16; Candida biofilm: 4; CYP2C9 activ: 1.5; PLK1 PBD inh: -5; PTPN22 act: -6; EphB4 ephrin blk: 2; PTPN22 inh 2: 3

Results for CSc1nc(Sc2ccc(Cl)cc2)c2ccccc2n1 ?
CYP2C9 inhib: 39; Rev-RRE block: 14; PLK1 kinase inh: -7; CYP2C9 activ: 0.6; PLK1 PBD inh: -33; PTPN22 act: -2; EphB4 ephrin blk: -5; PTPN22 inh 2: 4

How did CC(=O)CSc1nc2ccccc2o1 do in these assays?
Rev-RRE block: 4; PLK1 kinase inh: 22; Candida biofilm: 6; PLK1 PBD inh: -4; PTPN22 act: 0; EphB4 ephrin blk: -2; PTPN22 inh 2: 3

What do the screens show for `CCOC(=O)c1c(O)c2c([nH]c1=O)CCCC2`?
CYP2C9 inhib: 1; Rev-RRE block: 5; PLK1 kinase inh: -23; Candida biofilm: -4; CYP2C9 activ: 1; PLK1 PBD inh: -8; PTPN22 act: 5; EphB4 ephrin blk: 1; PTPN22 inh 2: -8

How did O=C(O)CCN(CCC(=O)O)c1nnc(SCc2ccccc2)s1 do in these assays?
CYP2C9 inhib: -33; Rev-RRE block: 2; PLK1 kinase inh: -3; Candida biofilm: 8; CYP2C9 activ: 1.3; PLK1 PBD inh: 9; PTPN22 act: 0; EphB4 ephrin blk: -1; PTPN22 inh 2: 2

How did O=C(N/N=C/C(Cl)=C\c1ccccc1)c1cnccn1 do in these assays?
CYP2C9 inhib: 3; Rev-RRE block: 1; PLK1 kinase inh: -13; Candida biofilm: 4; CYP2C9 activ: 1; PLK1 PBD inh: -14; PTPN22 act: 20; EphB4 ephrin blk: -6; PTPN22 inh 2: -20

Results for CCOc1ccc(OCC)c(NC(=O)CC2Oc3ccccc3NC2=O)c1 (stereo not drawn) ?
CYP2C9 inhib: 14; Rev-RRE block: 6; PLK1 kinase inh: -7; Candida biofilm: 9; CYP2C9 activ: 0.9; PLK1 PBD inh: -26; PTPN22 act: 1; EphB4 ephrin blk: 0; PTPN22 inh 2: -4

Results for O=C(Nc1ccc(N2CCOCC2)cc1)C1CCCN(S(=O)(=O)c2ccccc2)C1 (stereo not drawn) ?
CYP2C9 inhib: -13; Rev-RRE block: 5; PLK1 kinase inh: -12; Candida biofilm: 7; CYP2C9 activ: 1.1; PLK1 PBD inh: -10; PTPN22 act: -5; EphB4 ephrin blk: -2; PTPN22 inh 2: 9

How did CCCSc1nc(N2CCOCC2)c2c(c1C#N)CC(C)(C)SC2 do in these assays?
CYP2C9 inhib: 66*; Rev-RRE block: 11; PLK1 kinase inh: 6; Candida biofilm: 1; CYP2C9 activ: 0.3; PLK1 PBD inh: -10; PTPN22 act: 3; EphB4 ephrin blk: -8; PTPN22 inh 2: -1

What do the screens show for `Cc1cccc(NC2=CC(=O)OC(C)C2)c1` (stereo not drawn)?
CYP2C9 inhib: 19; Rev-RRE block: 6; PLK1 kinase inh: -2; CYP2C9 activ: 0.8; PLK1 PBD inh: 4; PTPN22 act: 3; EphB4 ephrin blk: 3; PTPN22 inh 2: 0

What do the screens show for `COc1ccc(C(CC(=O)O)NC(=O)COc2ccccc2)cc1OC` (stereo not drawn)?
CYP2C9 inhib: -15; Rev-RRE block: 6; PLK1 kinase inh: 10; Candida biofilm: 6; CYP2C9 activ: 1.2; PLK1 PBD inh: 0; PTPN22 act: -4; EphB4 ephrin blk: -10; PTPN22 inh 2: 2

What do the screens show for `Cc1cc(C)nc(NC(=O)COc2cc(Cl)cc(Cl)c2)n1`?
CYP2C9 inhib: -38; Rev-RRE block: 5; PLK1 kinase inh: -11; Candida biofilm: 5; CYP2C9 activ: 1.4; PLK1 PBD inh: 17; PTPN22 act: -6; EphB4 ephrin blk: 2; PTPN22 inh 2: 7

Results for Cc1ccccc1C(=O)NNC(=O)C(=O)Nc1cccc(Cl)c1C ?
CYP2C9 inhib: -42; Rev-RRE block: -3; PLK1 kinase inh: -9; CYP2C9 activ: 1.4; PLK1 PBD inh: -13; PTPN22 act: -5; EphB4 ephrin blk: -6; PTPN22 inh 2: 9

Results for COc1ccc(S(=O)(=O)NCCSc2ccc(C)cc2)cc1OC ?
CYP2C9 inhib: -25; Rev-RRE block: 10; PLK1 kinase inh: 1; Candida biofilm: 5; CYP2C9 activ: 1.2; PLK1 PBD inh: 1; PTPN22 act: 0; EphB4 ephrin blk: 5; PTPN22 inh 2: -5

Results for COc1ccc(-c2noc(Cc3ccc(Cl)cc3)n2)cc1OC ?
CYP2C9 inhib: 39; Rev-RRE block: 18; PLK1 kinase inh: -13; Candida biofilm: 10; CYP2C9 activ: 0.6; PLK1 PBD inh: 12; PTPN22 act: -4; EphB4 ephrin blk: 1; PTPN22 inh 2: 2

3 compounds from above, sorted by length of the SMILES, highest first:
How did CCCSc1nc(N2CCOCC2)c2c(c1C#N)CC(C)(C)SC2 do in these assays?
CYP2C9 inhib: 66*; Rev-RRE block: 11; PLK1 kinase inh: 6; Candida biofilm: 1; CYP2C9 activ: 0.3; PLK1 PBD inh: -10; PTPN22 act: 3; EphB4 ephrin blk: -8; PTPN22 inh 2: -1

Results for COc1ccc(S(=O)(=O)NCCSc2ccc(C)cc2)cc1OC ?
CYP2C9 inhib: -25; Rev-RRE block: 10; PLK1 kinase inh: 1; Candida biofilm: 5; CYP2C9 activ: 1.2; PLK1 PBD inh: 1; PTPN22 act: 0; EphB4 ephrin blk: 5; PTPN22 inh 2: -5

What do the screens show for `Cc1cccc(NC2=CC(=O)OC(C)C2)c1` (stereo not drawn)?
CYP2C9 inhib: 19; Rev-RRE block: 6; PLK1 kinase inh: -2; CYP2C9 activ: 0.8; PLK1 PBD inh: 4; PTPN22 act: 3; EphB4 ephrin blk: 3; PTPN22 inh 2: 0

From PubChem
